# Assay outcomes deposited in PubChem BioAssay by several laboratories.
# TNF necrop inh = inhibitors of TNF-alpha induced necroptosis in Jurkat FADD-/- cells; Jurkat FADD-/- TNF necroptosis rescue, ATP luminescence, 24 h; 0 = TNF only, 100 = no-TNF cells; activation (protection from cell death), % at 10 µM; 0.068% of 220,000 active; AID 463075;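 active = activation, meaning protection from cell death, of at least 50% relative to plate controls; inactive = activation below 50%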;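 also: necroptosis triggered by 40 ng/mL TNF-alpha added together with compound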
# EBV gp42 inh = EBV gp42 inhibition | Fluorescence polarization binding assay, mP read-out | inhibition, % (tested at 21.74 µM) | 0.42% of 220,000 active; in the data active = inhibition above about 50%
# eIF4E-4G inh = eIF4E/eIF4G interaction inhibition in translation initiation | P63073+Q04637 | TR-FRET eIF4E-eIF4GI(517-606) binding, 2 h | inhibition, % at 21.7 µM | 0.37% of 220,000 active;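 active = inhibition above about 30%, limit read from the data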;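 also: 0% = full FRET control wells and 100% = background wells lacking eIF4GI fragment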
# MDM2 E3 inh = inhibitors of human Mdm2 E3 ubiquitin ligase; Q00987; cell-based MDM2 ubiquitination luciferase reporter, 2 h; 0 = plate control, 100 = twice control, blank-subtracted; signal enhancement, % at 5 µM; 0.11% of 210,000 active;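 active = signal enhancement of 30% or more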;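 also: luminescence tracks abundance of the self-degrading MDM2-luciferase fusion protein; higher signal means inhibition of MDM2 E3 ligase activity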
#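 Test system: mammalian cells stably expressing self-ubiquitinating, self-degrading MDM2 E3–luciferase fusion; Amount: 2000 cells in each well; Medium: DMEM; Schedule: 4 h settle plus 2 h compound, 37 °C; Technique: SteadyLite luciferase luminescence after 15 min room-temperature reagent incubation; Benchmarks: plate control and blank wells.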
# KCC2 mod = KCC2 (human) Cl- transport modulation; Q9H2X9; KCC2 cells, thallium flux FluoZin-2 fluorescence; B-score of Tl+ flux slope (higher = more flux/activation; lower = inhibition) at 10 µM; 2.2% of 190,000 active; AID 1456;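 active = thallium flux slope and its plate-corrected score both differing from the plate sample mean at a set confidence after two filtering rounds, in either direction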;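 also: slope of fluorescence scaled to starting intensity during 10 to 20 s after thallium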
# Target sequence (Q9H2X9 whole entry, looked up): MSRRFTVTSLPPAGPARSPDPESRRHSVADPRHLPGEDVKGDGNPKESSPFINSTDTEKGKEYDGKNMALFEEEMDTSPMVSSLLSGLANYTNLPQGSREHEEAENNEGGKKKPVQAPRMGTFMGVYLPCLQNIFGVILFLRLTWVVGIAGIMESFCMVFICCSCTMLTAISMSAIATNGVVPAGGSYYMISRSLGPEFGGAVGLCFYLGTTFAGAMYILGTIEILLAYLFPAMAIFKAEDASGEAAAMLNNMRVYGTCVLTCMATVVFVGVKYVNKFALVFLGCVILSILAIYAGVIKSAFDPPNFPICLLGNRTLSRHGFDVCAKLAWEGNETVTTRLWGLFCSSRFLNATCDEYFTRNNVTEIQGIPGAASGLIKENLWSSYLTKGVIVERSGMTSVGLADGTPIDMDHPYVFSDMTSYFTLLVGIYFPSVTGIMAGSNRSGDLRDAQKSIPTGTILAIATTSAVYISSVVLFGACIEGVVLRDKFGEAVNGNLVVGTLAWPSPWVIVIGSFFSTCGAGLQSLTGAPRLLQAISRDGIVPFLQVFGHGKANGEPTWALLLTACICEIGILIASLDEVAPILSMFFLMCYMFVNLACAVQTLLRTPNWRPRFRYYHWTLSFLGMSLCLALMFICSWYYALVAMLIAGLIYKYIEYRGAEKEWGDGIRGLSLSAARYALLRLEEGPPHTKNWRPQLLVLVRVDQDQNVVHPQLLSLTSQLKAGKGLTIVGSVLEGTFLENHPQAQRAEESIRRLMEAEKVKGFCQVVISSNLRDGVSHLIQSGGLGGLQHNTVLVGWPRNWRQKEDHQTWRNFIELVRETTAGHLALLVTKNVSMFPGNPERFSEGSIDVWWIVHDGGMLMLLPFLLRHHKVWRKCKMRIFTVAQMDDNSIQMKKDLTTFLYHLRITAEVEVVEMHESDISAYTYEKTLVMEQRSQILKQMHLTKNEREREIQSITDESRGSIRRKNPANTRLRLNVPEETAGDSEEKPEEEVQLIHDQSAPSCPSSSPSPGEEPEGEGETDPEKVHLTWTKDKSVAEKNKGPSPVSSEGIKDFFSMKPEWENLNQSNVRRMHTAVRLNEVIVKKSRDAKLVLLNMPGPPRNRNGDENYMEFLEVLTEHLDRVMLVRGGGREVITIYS
# Calpain2 inh = blocks pig calpain II enzyme activity; purified calpain II, fluorogenic peptide substrate, 30 min; inhibition, % at 16 µM; 0.37% of 220,000 active;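 active = inhibition above about 50%, limit read from the data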
# PERK inh = human PERK inhibition, primary cell-based screen; inhibition, % at 5.6 µM; 0.17% of 220,000 active; Q9NZJ5; CHO PERK-DD fusion, SEAP luminescence translation reporter; AID 1416;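 active = inhibition above the mean inhibition of all tested compounds plus 3 SD, set separately per screening campaign, cut at about 2.9% in these data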;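 also: PERK kinase domain activated by AP20187 dimerizer at 100 nM; 0% = DMSO with dimerizer and 100% = rapamycin at 8.4 µM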
# zVAD death inh = blocks zVAD induced death of L929 cells; L929 zVAD necroptosis rescue, ATP luminescence, 24 h; with zVAD 60 µM; viability rescue, % at 10 µM; 0.38% of 220,000 active; AID 1377;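 active = activation, scaled between plate controls, above about 75%, limit read from the data; inactive = activation under that limit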;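 also: 0% = zVAD with DMSO and 100% = DMSO alone without zVAD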
# Rad51 HR inh = Rad51 (human) homologous recombination inhibition; AID 1385; 0.085% of 200,000 active; hRad51 DNA strand exchange, fluorescence dequenching; inhibition, % at 10 µM;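 active = inhibition above 40% at the single screening dose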;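 also: 0% = DMSO control wells and 100% = blanks with heterologous ssDNA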
#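 material = hRad51 filaments on single-stranded DNA | timing = filaments 15 min 37 °C, then compound 30 min | signal = FRET fluorescence dequenching, excitation 485 nm, emission 520 nm | benchmarks = control wells and blank wells on each plate | evaluation = percent inhibition relative to plate controls and blanks | compound = 10 µM final, single point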
# * = called active by the depositor; . = not tested or not shown; [ ] = another dose, or the depositor's remark. Hits appear at their usual frequency (roughly 3.6% active in at least one column).
Compound	TNF necrop inh	EBV gp42 inh	eIF4E-4G inh	MDM2 E3 inh	KCC2 mod	Calpain2 inh	PERK inh	zVAD death inh	Rad51 HR inh
Cc1ccc(NC(=S)Nc2c(C)n(C)n(-c3ccccc3)c2=O)cc1	0.6	4	2	-7	0.019	20	0.7	0.0	.
Cn1cc(/C=C2\SC(=S)N(NC(=O)c3ccccc3Cl)C2=O)c2ccccc21	0.6	87*	8	7	-5.3*	5	1.1	1.1	-220
CSC1=C(C#N)C(c2cccc(Br)c2)CC(=O)N1 (configuration not stated)	-2.2	-15	-1	-1	0.005	3	-0.6	-0.9	4
COc1cc(C2Nc3ccc4ncccc4c3C3=C2C(=O)CCC3)cc(OC)c1O (configuration not stated)	-11	-5	5	-7	0.25	-3	0.2	0.8	0
O=C(Cc1ccccc1)NN1C(=O)C2C(C1=O)C1C=CC2C12CC2 (configuration not stated)	3.4	-5	1	-9	0.55	-7	0.9	0.5	.
CS(=O)(=O)N(CCc1ccccc1)CC(=O)N1CCN(c2ccccc2F)CC1	-1.1	-17	-5	-13	.	-6	-0.4	-0.3	1
COc1cc(OC)cc(-c2nnc(SCC(=O)N(Cc3ccccc3)C(C)(C)C)o2)c1	0.4	-7	17	-10	.	20	-1.1	-0.1	3
Cn1nc(C(=O)Oc2cc(=O)n(C)c3ccccc23)c2ccccc2c1=O	0.1	7	1	-5	-0.064	-25	-0.2	3.6	-2
CCOc1ncccc1C(=O)N1CCN(c2ccc(C(F)(F)F)cn2)CC1	0.1	-4	0	-10	-0.74	2	-0.4	0.8	4
Cc1c(NC(=O)C(CC(=O)O)NCc2ccco2)c(=O)n(-c2ccccc2)n1C (configuration not stated)	-1.5	-1	4[fluorescence artefact?]	8	1.1	-13	1.0	0.4	-1
O=[N+]([O-])c1ccc(C(O)CNC(=S)Nc2ccccc2)cc1 (configuration not stated)	2.2	-12	-2	-3	0.19	-19	0.9	4.2	-15
C=CCOc1c(Cl)cc(CNn2cn[nH]c2=S)cc1OC	-1.5	-14	-4	3	-0.71	-9	2.2	5.0	3
COCCC(=O)Nc1ccc2c(c1)CN(C(=O)CCSC)CC2	0.1	-8	-1	2	-0.82	6	1.0	0.0	.
COc1ccc(-c2nc(N=Nc3ccc(O)cc3)n[nH]2)cc1	2.0	-9	1[fluorescence artefact?]	-2	-1	-16	-0.2	16	-5
CCN1CCN(C(=O)/C=C/c2ccc3c(c2)OCO3)CC1	1.2	-16	4	5	1.4	-111	1.0	10	-2

# Another view of part of the listing above.
canonical_smiles: CCN1CCN(C(=O)/C=C/c2ccc3c(c2)OCO3)CC1
  TNF necrop inh: 1.2 | EBV gp42 inh: -16 | eIF4E-4G inh: 4 | MDM2 E3 inh: 5 | KCC2 mod: 1.4 | Calpain2 inh: -111 | PERK inh: 1.0 | zVAD death inh: 10 | Rad51 HR inh: -2

canonical_smiles: Cc1ccc(NC(=S)Nc2c(C)n(C)n(-c3ccccc3)c2=O)cc1
  TNF necrop inh: 0.6 | EBV gp42 inh: 4 | eIF4E-4G inh: 2 | MDM2 E3 inh: -7 | KCC2 mod: 0.019 | Calpain2 inh: 20 | PERK inh: 0.7 | zVAD death inh: 0.0 | Rad51 HR inh: .

# The list goes on:
Compound	TNF necrop inh	EBV gp42 inh	eIF4E-4G inh	MDM2 E3 inh	KCC2 mod	Calpain2 inh	PERK inh	zVAD death inh	Rad51 HR inh
C/C(=N\NC(=O)Cn1cnc2ccccc21)c1cccs1	1.8	-6	2	2	0.77	-19	0.7	20	0
Cc1ccc(C(C(=O)NC2CCCC2)N2CCCCC2)cc1 (configuration not stated)	0.6	-4	-5[fluorescence artefact?]	-14	-0.36	-20	1.1	-0.7	-8
Cc1nn(-c2nnc(NC3CCCCC3)nn2)c(C)c1Br	-0.4	-9	4	-41	-1.8	21	-1.3	0.8	.
COc1ccc(CCNC(=O)CN2C(=O)C3(OCCCO3)c3ccccc32)cc1OC	1.1	-12	-2[fluorescence artefact?]	-1	-0.2	-1	0.1	-0.6	.
COCCn1c(C)nnc1SCC(=O)Nc1ccccc1[N+](=O)[O-]	-0.2	-4	3	-12	0.96	3	0.5	3.8	-2
COc1cc2nc(=S)n(CCCN3CCOCC3)c(N)c2cc1OC	1.5	-12	-2	-11	0.24	10	-0.2	-2.2	-19
Nc1nc(NCC2CCCO2)nc(NCC2CCCO2)c1[N+](=O)[O-] (configuration not stated)	2.1	3	2[fluorescence artefact?]	5	-0.67	4	0.5	-0.1	-4
CC(=NCCc1c(C)[nH]c2ccc(OCc3ccccc3)cc12)C1=C(O)CC(c2ccccc2)CC1=O (configuration not stated)	2.1	2	-1	7	-1	-30	0.4	2.1	5
Cc1ccc(SCc2cc(-c3ccc(Cl)cc3)no2)cc1	-0.4	-8	-1	-19	-0.47	-12	1.1	0.1	.
O=C(O)CSc1nc2ccccc2n1-c1ccccc1	0.4	-11	2	-9	-0.35	-11	0.6	7.8	1
Cc1cc(NCC(C)C)n2ncnc2n1	-1.3	3	-3[fluorescence artefact?]	-16	-0.041	18	1.0	0.5	0
O=C(O)c1csc(N/N=C/c2ccc(Br)cc2)n1	1.0	-8	1	-11	0.78	-94	0.1	1.0	-1
CC(=O)C1C(c2cccc(F)c2)NC(=O)NC1(O)C(F)(F)F (configuration not stated)	0.3	-15	8[fluorescence artefact?]	-18	-0.6	-16	1.6	0.0	.
C/C(=C1/C(=O)N(c2ccc([N+](=O)[O-])cc2)N=C1c1ccccc1)N(C)C	0.8	-11	-9	-17	.	12	-0.1	0.3	.
CC(=O)Nc1nonc1NC(=O)CSc1ccccn1	0.0	4	1	12	-0.95	-23	0.7	-0.4	-27
O=C(NCc1cccs1)Nc1cccc(Cl)c1	4.8	.	.	.	-0.42	.	0.9	0.7	2
Cc1ccn2c(Nc3ccc4c(c3)OCO4)c(-c3ccc(O)cc3)nc2c1	-0.3	18	11	-12	-1.5	-20	-0.9	0.2	10
CC(C)Cn1c(N)c(C(=O)COC(=O)c2ccc(O)cc2)c(=O)n(C)c1=O	0.2	-8	3	-4	0.18	-6	1.1	2.0	-8
CC1=NN(C(=O)Cc2ccc(C)cc2)C(O)(c2cccnc2)C1 (configuration not stated)	1.3	4	1	-9	0.9	-36	0.4	0.0	-1
CC(C)(C)OC(=O)N1CC(O)CC1C(=O)OCC(=O)c1ccc(Cl)cc1 (configuration not stated)	-0.2	-16	3	1	0.52	15	0.5	4.0	-3
CCCCCCCCCCOC(=O)c1csc2nnsc12	0.4	-3	7	1	.	9	1.0	0.2	-4
O=C(NCC1CCCO1)c1cc(S(=O)(=O)Nc2ccc(Br)cc2)ccc1Cl (configuration not stated)	1.2	7	0	-8	-1.7	8	-0.2	3.7	-2
CCOC(=O)c1nn(-c2ccccc2)c2nc(-c3ccc(OC)cc3)c(C#N)c(=O)n12	-0.1	-5	3	-6	-0.69	-42	0.5	1.5	1
Cc1cccc(C)c1N(Cc1ccccc1F)S(C)(=O)=O	-1.2	2	4	.	0.31	16	1.0	-0.9	.
C(=N\n1cnnc1)/c1ccc(N2CCOCC2)s1	1.7	-19	3	-32	-0.57	-42	1.4	2.0	-12
CCOP(=O)(c1ccc(N(C)C)cc1)C(O)c1ccccc1OC (configuration not stated)	-1.5	1	-3	-17	0.88	0	0.4	-0.2	2
O=C(/C=C/c1ccccc1)NC(=S)Nc1cccnc1	5.3	-18	-6	-5	.	-13	0.6	3.3	-3
COc1ccccc1N1CCN(C(=O)C(C)N(c2ccc(C)c(C)c2)S(C)(=O)=O)CC1 (configuration not stated)	-2.2	-13	5	6	-0.64	0	-0.1	-0.7	9
COc1ccc(/C(C)=N/N=C2/NC(=O)CC(C(=O)O)S2)cc1 (configuration not stated)	0.5	9	-9	-8	0.63	-8	0.8	0.4	3
O=C(CSCc1ccc(Cl)cc1)NCC1CCCO1 (configuration not stated)	2.9	-23	-10	0	.	12	1.3	1.9	-7
O=C(Nc1ccccc1)N(Cc1ccccc1)Cc1ccccc1	-0.6	-21	-2	-7	0.34	7	0.1	0.3	-3
COC(=O)c1ccc(COc2ccccc2/C=N/NC(N)=O)o1	15	-12	2	-1	-0.076	14	0.4	-0.1	.
CCOc1ccc(-n2c(SCC(=O)Nc3nccs3)nnc2-c2ccoc2C)cc1	-0.3	-20	0	.	.	-6	0.8	-0.4	6
Cn1c(Sc2ccc(C(F)(F)F)cc2[N+](=O)[O-])nnc1-c1ccccc1	-5.5	-3	-6	12	-5.3*	17	-1.5	0.0	-4
Cc1nc2ccccc2c(=O)n1CCCn1ccnc1	-0.6	-13	-1	6	0.74	-12	0.3	-0.4	1
CC1CCc2c(sc(NS(=O)(=O)c3ccccc3)c2C(=O)OC(C)C)C1 (configuration not stated)	-0.5	-11	1	.	10*	-37	0.4	0.1	-14
COc1ccc(Nc2nc3ccccc3nc2NS(=O)(=O)c2cccs2)cc1	-0.8	-3	7	8	-1.5	-62	-0.1	0.6	-2
Cc1ccc(CNC(=O)CCc2nc(-c3cccs3)no2)cc1	1.2	-3	2	4	.	0	1.3	0.5	6
Cc1ccc(-c2cnc(N)n2C)cc1C	-2.3	-24	-5	3	.	10	0.8	0.7	11
NC(=O)NCc1ccccc1F	-1.1	-12	5	-8	-0.12	-15	0.8	0.7	-36
CCN1CCN(CC(=O)N2N=C(c3cccs3)CC2c2ccc(OC)c(OC)c2)C(=O)C1=O (configuration not stated)	-0.1	64*	0	-33	1.7	-18	0.3	0.2	-73
Cc1ccc(-n2c(CNC(=O)c3cccs3)nnc2SCC(=O)NO)cc1	-3.4	0	0	-12	0.89	35	1.1	1.1	10
Nc1sc2c(c1C(=O)NCCc1ccccc1)CCC2	-0.3	-4	-1	-2	0.76	-103	1.0	7.1	-21
Cc1ccc(C(=O)C(=S)N2CCOCC2)cc1	2.1	-2	0	-5	0.75	14	0.8	1.0	.
N#Cc1cc(-c2ccccc2)nc(NN)n1	1.6	-2	7	-3	0.02	10	-0.9	0.5	.

# A run of entries from the list above, as a working copy:
Compound	TNF necrop inh	EBV gp42 inh	eIF4E-4G inh	MDM2 E3 inh	KCC2 mod	Calpain2 inh	PERK inh	zVAD death inh	Rad51 HR inh
O=C(Nc1ccccc1)N(Cc1ccccc1)Cc1ccccc1	-0.6	-21	-2	-7	0.34	7	0.1	0.3	-3
COC(=O)c1ccc(COc2ccccc2/C=N/NC(N)=O)o1	15	-12	2	-1	-0.076	14	0.4	-0.1	.

# Further structures:
Compound	TNF necrop inh	EBV gp42 inh	eIF4E-4G inh	MDM2 E3 inh	KCC2 mod	Calpain2 inh	PERK inh	zVAD death inh	Rad51 HR inh
CCC(C)(C)NC(=O)C(c1cccc(OC)c1OC)N(CC(C)C)C(=O)CCC(=O)Nc1cc(C)on1 (configuration not stated)	0.3	5	-3	-2	-0.58	-23	0.5	0.2	9
CCNC(=O)CN(c1ccc(Br)c(C)c1)S(C)(=O)=O	1.5	8	0	-4	.	3	-0.2	-0.3	.
Oc1ccc(Br)cc1-c1cc(-c2ccco2)[nH]n1	-5.6	18	4	-21	-0.95	15	0.2	0.7	12
O=[N+]([O-])c1ccc(N/N=C/c2ccc(OCc3cccc4ccccc34)cc2)nc1	0.4	-93	0	-12	-2.1	-89	0.0	0.9	-113
